Bioassay records from PubChem BioAssay.
EWS-Fli block: EWS/Fli transcriptional activity inhibition; inhibition, % at 12.6 µM; AID 651661; 0.67% of 350,000 active; A673 NR0B1-luciferase reporter, viability-normalised;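 active = mean inhibition of at least 50% after viability correction, with every replicate also passing that limit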;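 note: firefly luciferase signal divided by Alamar Blue viability fluorescence both relative to DMSO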
S100A4 inh HTS: S100A4-myosin IIA interaction inhibition. P26447. S100A4/TAMRA-MyoIIA peptide fluorescence polarization. inhibition, % at 10.7 µM. 0.14% of 360,000 active. AID 652163;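 active = mean inhibition of at least 70% across replicates, with every replicate also reaching that level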
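Test system: S100A4 monomer protein; Medium: HEPES pH 7.2 with CaCl2, KCl, NaCl, DTT, Triton; Probe or stimulus: TAMRA-labelled myosin IIA heavy-chain peptide probe, 5 nM; Doses: one dose per compound; Times: polarization read 5 min after assay mix addition, stable 5–60 min; Benchmarks: neutral control DMSO, positive control TFP.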
LGR2 antag: inhibitors of bursicon-induced Drosophila LGR2 receptor cAMP signaling | HEK293 LGR2, CRE-luciferase, bursicon-stimulated, 4 h | inhibition, % at 9.99 µM | 0.35% of 380,000 active | AID 720647;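 active = drop in luminescence signal, shown as inhibition above about 50% in the replicate tests, limit read from the data, passing the limit was not always enough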;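 note: agonist challenge used bursicon conditioned medium at about half maximal strength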
PglD DTNB: blocks C. jejuni PglD acetyltransferase activity. purified PglD enzyme, DTNB colorimetric CoA detection. inhibition, % at 12.5 µM. 0.098% of 360,000 active. AID 602405; in the data active = inhibition above about 16%, passing the limit was not always enough; note: strong numbers were not always called active
PGC1a acetyl inh: lowers PGC1a acetylation signal in U2OS cells | inhibition, % at 15.6 µM | 0.17% of 350,000 active | AID 651687 | AlphaScreen anti-acetyl-lysine; with virally co-expressed GCN5 acetyltransferase;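 active = every replicate shows inhibition of at least 40%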;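 note: 0% = neutral control wells and 100% = positive control wells; some results beyond the cut were filed as inactive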
FN deposition inh: fibronectin deposition inhibition | AH1F fibroblasts, Alexa488-fibronectin deposition fluorescence, overnight | inhibition, % at 12.6 µM | 0.086% of 350,000 active | AID 743247;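 active = mean inhibition across replicates of 30% or more, regardless of how many single replicates reach that level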;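 note: positive control wells lacked labelled fibronectin entirely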
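material = AH1F fibroblast monolayer depositing Alexa488-labelled fibronectin into matrix | amount = 10000 AH1F cells/well | buffer or medium = DMEM plus 2% serum, read in PBS | incubation = 1 h cell adhesion before compound, then overnight fibronectin incubation | detection = fluorescence at 485 nm excitation, 525 nm emission | evaluation = percent inhibition as loss of matrix-bound fibronectin fluorescence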
PAX8 reporter: lowers PAX8-driven luciferase in RMG-I cells. RMG-I TPO-luciferase reporter, SteadyGlo, 24 h. inhibition, % at 12.6 µM. 1.2% of 360,000 active. AID 652154;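 active = mean replicate inhibition at least 60% with every replicate also reaching 60%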;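 note: luciferase light reporting Pax8 driven TPO promoter activity; plate controls were median of neutral control wells for no effect and mitoxantrone controls for full effect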
ERAP1 inh: inhibitors of human ERAP1 aminopeptidase; Q9NZ08; recombinant ERAP1, Leu-AMC fluorescence, 60 min; inhibition, % at 10.7 µM; 0.15% of 340,000 active;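 active = mean replicate inhibition of at least 30%, or all replicates individually reaching that 30% level; inactive = mean below 30% and not every replicate reaching it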;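 note: 0% = neutral control wells and 100% = L-leucinethiol positive control wells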
Target sequence (Q9NZ08 whole entry, looked up): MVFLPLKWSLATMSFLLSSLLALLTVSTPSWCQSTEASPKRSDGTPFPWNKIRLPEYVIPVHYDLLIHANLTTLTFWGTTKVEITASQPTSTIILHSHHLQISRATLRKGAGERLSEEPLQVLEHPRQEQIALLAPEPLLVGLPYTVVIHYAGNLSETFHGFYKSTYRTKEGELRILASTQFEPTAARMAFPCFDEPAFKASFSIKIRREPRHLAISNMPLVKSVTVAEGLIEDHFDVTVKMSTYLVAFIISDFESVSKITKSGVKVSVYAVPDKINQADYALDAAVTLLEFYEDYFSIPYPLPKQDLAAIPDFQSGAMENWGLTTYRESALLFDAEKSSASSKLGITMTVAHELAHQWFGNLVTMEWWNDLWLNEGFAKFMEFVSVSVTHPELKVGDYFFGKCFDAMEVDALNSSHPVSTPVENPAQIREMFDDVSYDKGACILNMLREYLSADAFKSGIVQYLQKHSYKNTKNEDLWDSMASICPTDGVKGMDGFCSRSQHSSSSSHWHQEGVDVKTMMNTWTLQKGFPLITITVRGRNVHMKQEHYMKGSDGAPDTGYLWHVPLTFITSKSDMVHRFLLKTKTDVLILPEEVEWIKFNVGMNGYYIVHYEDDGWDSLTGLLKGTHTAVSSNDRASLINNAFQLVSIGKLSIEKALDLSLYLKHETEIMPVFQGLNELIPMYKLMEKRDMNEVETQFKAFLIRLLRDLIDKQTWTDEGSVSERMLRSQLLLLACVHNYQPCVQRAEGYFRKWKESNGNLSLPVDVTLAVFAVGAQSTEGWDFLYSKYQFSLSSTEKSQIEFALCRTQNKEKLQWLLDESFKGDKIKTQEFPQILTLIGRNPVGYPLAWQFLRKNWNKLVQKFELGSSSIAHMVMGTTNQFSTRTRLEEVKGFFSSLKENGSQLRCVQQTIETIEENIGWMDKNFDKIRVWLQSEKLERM
The depositor's hits bear a star; . = no result given; & = joins results of further samples.

item	molecule	EWS-Fli block	S100A4 inh HTS	LGR2 antag	PglD DTNB	PGC1a acetyl inh	FN deposition inh	PAX8 reporter	ERAP1 inh
1	C[C@@H]1CCCCO[C@@H](CN(C)C(=O)Nc2ccc(C(F)(F)F)cc2)[C@H](C)CN([C@@H](C)CO)C(=O)c2cc(NC(=O)Nc3ccccc3)ccc2O1	4	-22	13	-1	2	-2	24	-2
2	CC(=O)NC(=S)Nc1ccc(NC(=O)c2cccnc2)cc1	-1	-13	-16	4	3	10	4	.
3	COc1ccccc1N(Cc1ccccc1)S(=O)(=O)c1cccc(C(=O)Nc2ccc(C)cn2)c1	21	-21	15	3	4	6	59	0
4	Cc1c(C(=O)N(Cc2nnc(-c3ccccc3Cl)o2)C2CC2)oc2ccccc12	-1	2	11	-1	0	0	6	-1
5	Cn1ccc(C(=O)Nc2cccnc2Cl)n1	.	2	-9	-2	-1	.	-13	1
6	Cc1ccc(S(=O)(=O)Nc2cccc3c2O[C@H](CN(C)Cc2ccccc2)[C@@H](C)CN([C@H](C)CO)C3=O)cc1	-2&6	13&-1	2	-2&4	-17&-15	6	-19	0&0
7	C[C@@H]1CCCCO[C@@H](CN(C)CC2CC2)[C@@H](C)CN([C@H](C)CO)C(=O)c2cc(NC(=O)CCC(F)(F)F)ccc2O1	.	-4	4	-4	-5	.	5	-1
8	COc1cccc(/C=N/NC(=S)Nc2cccc(S(=O)(=O)N(C)C)c2)c1	-4	5	-15	8	5	-7	-17	-4
9	COCC(=O)Nc1ccc2c(c1)[C@@H]1C[C@H](CC(=O)N[C@@H](C)c3ccccc3)O[C@H](CO)[C@@H]1O2	7	5	9	0	2	4	4	-2
10	C[C@@H]1CCCCO[C@@H](CN(C)Cc2ccccc2)[C@@H](C)CN([C@@H](C)CO)C(=O)c2cc(NC(=O)NC3CCCCC3)ccc2O1	8	-14	6	1	-8	.	-21	-1
11	C[C@@H]1CCCCO[C@@H](CN(C)C(=O)Cc2ccccc2)[C@H](C)CN([C@@H](C)CO)C(=O)c2cc(NC(=O)Cc3ccccc3)ccc2O1	3	126*	0	2	-2	0	23	-6
12	CCS(=O)(=O)Nc1ccc2c(c1)C(=O)N(C)[C@@H]1CC[C@@H](CC(=O)Nc3ccccc3)O[C@@H]1CO2	1	-3	-5	-1	-2	-24	-11	-1
13	CC(=O)Nc1ccc(NC=C(C#N)C#N)cc1	-5	-5	23	-1	7	4	1	2
14	Cc1ccc(N2C(=O)C(Cl)=C(N3CCCCCC3)C2=O)cc1	-16	27	-8	-2	-4	5	-11	4
15	CCN(CC)CCCN(C(=O)c1ccccc1C)c1nc(-c2ccc(OC)cc2)cs1	7	0	8	2	-22	6	4	-2
16	COC(=O)C[C@@H]1CC[C@H]2[C@H](COc3ccc(NC(=O)Nc4ccc(Cl)cc4)cc3C(=O)N2C)O1	47	.	17	-1	15	-1	12	.
17	O=C(Cn1ccnc1[N+](=O)[O-])N(CCO)CCO	9	1	17	-1	.	3	16	-3
18	Cc1cccc(-c2nn(-c3ccccc3)cc2C(=O)NCC(c2cccs2)N2CCOCC2)c1 (stereo unspecified)	-2	-2	-6	-2	6	2	-45	2
19	Cc1c(C)c(C)c(C(=O)c2ccc(NC(=O)c3ccccc3C(=O)O)cc2)c(C)c1C	-1	-6	12	1	-5	-6	-7	-3
20	COc1ccc(C2CC(=O)C(c3ccc([N+](=O)[O-])cc3)=CN2Cc2ccccc2)cc1 (stereo unspecified)	15	-3	5	.	.	-11	27	1
21	C[C@@H]1CN([C@@H](C)CO)C(=O)c2cccc(NC(=O)Nc3ccc(C(F)(F)F)cc3)c2O[C@@H]1CN(C)Cc1ccc(Oc2ccccc2)cc1	10	-5	.	-1	18	0	.	-4
22	COc1ccc(/C(=N\O)c2nccc3cc(OC)c(OC)cc23)cc1OC	-4	-4	-14	0	5	.	-1	-3
23	CC=Cc1ccc2n(c1=O)C[C@@H]1[C@@H](CO)[C@H](C(=O)N[C@@H](C)c3ccccc3)N(C)[C@H]21 (mixture of isomers)	7	0	-7	-4	2	.	5	-3
24	Clc1ccc(-c2nnc3n2CCCC3)cc1	.	.	.	3	-16	-8	8	.
25	COC(C[C@@H]1O[C@H]1C(=O)COCc1ccccc1)OC	-12	6	4	-1	-7	5	-7	4
26	CC(NC(=O)CNC(=S)N(Cc1ccccc1)Cc1cccnc1)c1ccccc1 (stereo unspecified)	5	0	2	3	5	-6	15	-1
27	COc1ccc2c3c([nH]c2c1)[C@H](CO)N(C(C)=O)CC31CCN(C(=O)c2ccc3c(c2)OCO3)CC1	7	12	-13	.	-15	-9	-12	0
28	CCNC(=O)C1CCN(S(=O)(=O)c2ccc(F)cc2)CC1	.	.	.	1	17	-2	-8	.
29	Cc1ccc(S(=O)(=O)Nc2ccc3c(c2)C(=O)N([C@@H](C)CO)C[C@@H](C)[C@H](CN(C)S(=O)(=O)c2cn(C)cn2)O3)cc1	-6	4	-10	1	4	.	-43	1
30	COc1ccc(-c2nonc2NC(=O)c2ccco2)cc1OC	.	12	3	5	4	-2	-14	-2

One compound at a time (already shown). Order of screens: EWS-Fli block	S100A4 inh HTS	LGR2 antag	PglD DTNB	PGC1a acetyl inh	FN deposition inh	PAX8 reporter	ERAP1 inh
`COc1ccc2c3c([nH]c2c1)[C@H](CO)N(C(C)=O)CC31CCN(C(=O)c2ccc3c(c2)OCO3)CC1` is listed as 7	12	-13	.	-15	-9	-12	0
`Cc1ccc(N2C(=O)C(Cl)=C(N3CCCCCC3)C2=O)cc1` is listed as -16	27	-8	-2	-4	5	-11	4

The list goes on.
item	molecule	EWS-Fli block	S100A4 inh HTS	LGR2 antag	PglD DTNB	PGC1a acetyl inh	FN deposition inh	PAX8 reporter	ERAP1 inh
31	CC(=O)C1=C(C)NC2=C(C(=O)CC(C)(C)C2)C1C (stereo unspecified)	-2	-1	20	.	-9	6	-13	-2
32	Cc1noc(C)c1S(=O)(=O)Nc1ccc2c(c1)C(=O)N([C@@H](C)CO)C[C@@H](C)[C@@H](CN(C)C(=O)Nc1ccc(C(F)(F)F)cc1)OCCCC[C@@H](C)O2	6	-5	-4	-3	-6	.	26	0
33	COc1ccc(CN2CC3(CN(C(=O)Cc4ccccc4)C3)c3c([nH]c4cc(OC)ccc34)[C@H]2CO)cc1	23	4	5	.	.	0	-8	-4
34	COC(=O)[C@H]1[C@H](CO)[C@H]2Cn3c(ccc(C4=CCCC4)c3=O)[C@H]2N1CC1CCOCC1	-1	-14	14	-1	.	.	.	1
35	COc1ccc(C(=O)NCc2cc(C)nc3ccccc23)cc1	53*	4	38	.	.	6	37	2
36	O=C(CN1CCCCC1)N1CCN(c2ccccc2)CC1	5	-2	-9	6	6	0	2	0
37	CC(C)N(Cc1nccn1C)C(=O)c1ccc2oc(Cc3ccccc3)nc2c1	-5	1	-3	-2	0	0	-16	1
38	CCCN(C)C1CN(Cc2cn(Cc3ccc(OC)cc3)nn2)S(=O)(=O)C1 (stereo unspecified)	3	2	-30	.	.	5	13	.
39	O=C(CCNC(=O)C1CCN(S(=O)(=O)c2ccccc2)CC1)Nc1cccc(C(F)(F)F)c1	7	-6	-5	-1	2	1	-15	-2
40	CCOc1ccccc1NC(=O)NNC(=O)c1ccc2ccccc2c1	.	0	-2	-1	.	.	24	1
41	COc1ccc(NC(=S)Nc2ccccc2OC)c(OC)c1	7	-1	2	.	4	13	4	-6
42	CC(C)(C)c1ccc(Oc2ccc(N)cn2)cc1	71*	-7	-15	0	-3	-7	14	.
43	COc1ccc(C(=O)NC(=S)N2CCN(C)CC2)cc1Br	5	0	.	.	.	-17	-7	2
44	CC1C(=O)NN=C1c1ccc([N+](=O)[O-])cc1 (stereo unspecified)	7	0	-13	.	.	6	-2	-1
45	COc1cc(OC)cc(-c2noc([C@@H]3O[C@H](CO)[C@H](O)[C@H](O)[C@H]3O)n2)c1	-2	-7	-29	13	13	8	16	3
46	O=C(NNc1nc(N2CCOCC2)nc(N2CCOCC2)n1)Nc1ccc(Cl)cc1	-2	-4	-15	.	.	-1	-8	0
47	CNC[C@@H]1Oc2cc(-c3ccc(C(=O)N(C)C)cc3)ccc2S(=O)(=O)N([C@@H](C)CO)C[C@H]1C	1	19	2	18	3	.	.	-5
48	Cc1cccc(N=Cc2ccccc2O)c1C	-6	1	-13	.	3	-6	-59	0
49	CCN(CC)S(=O)(=O)c1ccc2c(c1)nc(-c1ccccn1)n2C	-66	-19	-50	0	.	-1	-94	0
50	CCc1ccc(OCCOC(=O)Nc2ccccc2)cc1	4	0	-4	6	-4	-4	17	1
51	O=C(O)c1ccc(O)cc1O	0	4	-11	0	-7	.	.	-4
52	CC(C)C(=O)Nc1ccc2c(c1)C(=O)N(C)[C@H]1CC[C@H](CC(=O)NCC3CC3)O[C@@H]1CO2	-3	-12	17	0	1	0	-1	-1
53	COCC(=O)Nc1ccc2c(c1)[C@H]1C[C@@H](CC(=O)N3CCN(C)CC3)O[C@@H](CO)[C@H]1O2	3	.	-4	4	3	12	-5	.
54	CCOc1ccc(NC(=O)CC2C(=O)N(C)C(=S)N2Cc2ccco2)cc1 (stereo unspecified)	.	.	-2	-4	0	.	-14	.
55	CCc1ccc(CN2CCC(Oc3cc(C(=O)NC4CC4)ccc3OC)CC2)cc1	7	-4	-23	1	-4	7	-5	5
56	CCOC(=O)C1=C(COC(=O)Cc2ccccc2)NC(=O)NC1C (stereo unspecified)	6	0	11	-1	0	8	2	-1
57	Cn1ncc(Br)c1NC(=O)Nc1ccc(Cl)cc1	.	-3	5	1	3	.	.	-2
58	Cc1ccccc1N=C1c2cc([N+](=O)[O-])ccc2-c2ncccc21	7	-1	-4	0	.	5	9	4
59	O=C(C[C@H]1CC[C@@H](NC(=O)c2ccccn2)[C@H](CO)O1)NCc1cc(F)cc(F)c1	2	-2	3	-1	3	-1	1	-2
60	CCc1nc(SCC(=O)NCc2ccco2)c2c3c(sc2n1)CCCC3	.	.	.	3	-1	4	-1	.
61	C[C@@H]1CCCCO[C@H](CN(C)C)[C@@H](C)CN([C@@H](C)CO)C(=O)c2cc(NC(=O)NC3CCCCC3)ccc2O1	4	.	-12	.	-7	.	-19	.
62	C/C(=N\NC(=S)Nc1c(C)cccc1C)c1cc2ccccc2o1	-4	-2	10	.	.	1	-2	3
63	O=C(C[C@@H]1CC[C@H]2[C@@H](COC[C@H](O)CN2C(=O)Nc2ccc(Cl)cc2)O1)NC1Cc2ccccc2C1	.	.	-4	-13	-7	-15	.	.
